Screens as filed in PubChem.
PhoP inhibition: inhibitors of PhoP regulon expression, primary screen, Salmonella Typhimurium, GFP reporter (AID 1863); inhibition, % at 50 µM; hits with a dose series show IC50 in µM; S. Typhimurium PhoP-regulated promoter GFP reporter, 4 h; higher % means a stronger effect; actives 0.16% (n = 300,000);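 active = inhibition over 29.93%, a cutoff 3 SD above the screen mean, later confirmed by dose response; inconclusive = inhibition over 29.93% but no dose response follow-up; inactive = inhibition at most 29.93% or unconfirmed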;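 also: 0% = low Mg2+ inducing control and 100% = high Mg2+ repressing control; strong numbers were not always called active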
WT yeast gro inh: growth inhibition of WT yeast, mitochondrial fusion screen; mitochondrial fusion phenotypic screen, WT strain; inhibition, % at 10 µM; actives 2.1% (n = 190,000); AID 1362; in the data active = inhibition above about 58%; tested in S. cerevisiae
West Nile antiviral: inhibition of WNV-induced cytopathic effect – cell-based, CPE readout (AID 1621). West Nile virus-infected cells, CPE inhibition; higher % means a stronger effect. one-dose CPE inhibition, % at 10 µM; IC50 in µM for titrated hits. actives 0.02% (n = 290,000); in the data active = a potency from the dose series; inconclusive = CPE inhibition mostly from about 3.7% at the one dose, without a potency; inactive = the rest, 99 in 100 with CPE inhibition below about 2.2%; also: strong numbers were not always called active
T cell HTS: modulates CD8 T cell binding to vesicles | AID 2052 | calls only at 7 µM | 2C CD8+ T cell-vesicle binding, flow cytometry; stronger effect = lower value | actives 0.068% (n = 330,000);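 active = response, share of CD8 T cells binding vesicles, and their 90th percentile fluorescence all below set limits, cut at about 80% in these data, passing the limit was not always enough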
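Read-out – percent CD8+ FL2 mean versus row control · System – murine 2C transgenic CD8+ T lymphocytes · Times – 1.5 h cell–vesicle binding at 37 °C, then 20 min icy labelling · Control set – naked vesicles low, QL9 vesicles with vehicle high · Detection – cytometric PE anti-B7-1 and Alexa647 anti-CD8 signals after 1% paraformaldehyde fixation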
b-catenin transl: alters nuclear translocation of beta-catenin in HeLa cells; nuclear translocation activity, % at 5 µM; actives 0.3% (n = 190,000); immunofluorescence imaging;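 active = nuclear translocation activity above 50% at 5 µM, with a well cell count of 50 or more; inconclusive = wells under 50 cells across six images, flagged as toxic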;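 also: per-cell ratio of nuclear to cytoplasmic median beta-catenin stain intensity; plate controls were DMSO negative control for no effect and GSK-3 inhibitor IX positive control for full effect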
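Technique: fluorescence imaging of beta-catenin antibody stain plus DAPI / Material: human HeLa cell line / Incubation: compound treatment 24 h, 37°C, 5% CO2 / Read-out basis: % activation of per-cell nuclear versus cytoplasmic median beta-catenin signal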
MgcRacGAP inhibition: MgcRacGAP GTPase-activating activity inhibitors, confirmation, biochemical, ADP Hunter fluorescence | MgcRacGAP-stimulated Rac1 GTP hydrolysis, ADP Hunter fluorescence; higher % means a stronger effect; GST-tagged Rac1 F28L mutant substrate | one-dose inhibition, % at 30 µM; IC50 in µM for titrated hits | actives 0.6% (n = 340,000) | AID 624330;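 active = first-screen hits whose inhibition reached a set limit at any dose in the follow-up dose series; inconclusive = inhibition above the set first-screen limit but never retested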;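 also: fluorescence reports GDP produced by GAP-driven GTP hydrolysis; strong numbers were not always called active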
Myeloid diff 2: promotes myeloid progenitor differentiation | AID 624256 | calls only at 10 µM | ER-HoxA9 myeloid progenitors, lysozyme-GFP differentiation, flow cytometry | actives 1% (n = 360,000);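 active = normalized GFP-positive differentiation at or above the plate's own cutoff, the solvent-only control mean plus 3 SD; inconclusive = no clear call, values can overlap the other calls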;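 also: cells exposed to compound for four days before flow analysis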
RSV antiviral HEp-2: inhibition of RSV-induced cytopathic effect – HEp-2 cells, primary 10 µM value included (AID 2391); actives 0.13% (n = 310,000); CPE inhibition, % at 10 µM; hits with a dose series show IC50 in µM; HEp-2 cells, RSV-induced CPE inhibition; higher % means a stronger effect; in the data active = a potency from the dose series; inconclusive = CPE inhibition mostly from about 23% at the one dose, without a potency; inactive = the rest, 99 in 100 with CPE inhibition below about 21%; also: strong numbers were not always called active
SV40 large T antigen: SV40 large T antigen inhibitors, biochemical (AID 1903) | SV40 large T antigen ATPase/helicase inhibition assay; higher % means a stronger effect | actives 0.39% (n = 310,000) | one-dose inhibition, % at 20 µM; IC50 in µM for titrated hits; in the data active = a potency from the dose series; inconclusive = inhibition mostly from about 32% at the one dose, without a potency; inactive = the rest, 99 in 100 with inhibition below about 32%; also: strong numbers were not always called active
WT yeast gro inh mutant strain: recorded beside WT yeast gro inh, whose call it bears; inhibition, %; mitochondrial fusion phenotypic screen, mutant strain inhibition
b-catenin transl cell count 5 µM: second read-out of b-catenin transl, no call of its own (marks repeat the call); cell count; measured here: cell count, cytotoxicity flag
T cell HTS vesicle-bound %: also measured in T cell HTS; calls as there; double positive events, %; measured here: CD8+ vesicle-bound cell fraction;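 binding gate set so that unloaded-vesicle control wells show 10% double positive cells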
Myeloid diff 2 GFP+ MAC1+ %: further read-out of Myeloid diff 2, marked with its call; GFP+ MAC1+ double positive, %; measured here: differentiation confirmed by MAC1 staining
Active calls of the source: *; i = inactive; ? = inconclusive; / = not tested or not shown.

Under each structure: RSV antiviral HEp-2 | WT yeast gro inh mutant strain | Myeloid diff 2 GFP+ MAC1+ % | Myeloid diff 2 | b-catenin transl | West Nile antiviral | PhoP inhibition | T cell HTS vesicle-bound % | b-catenin transl cell count 5 µM | WT yeast gro inh | MgcRacGAP inhibition | T cell HTS | SV40 large T antigen
> CCN(CC)C(=O)C1CCN(Cc2ccc(Br)cc2)CC1
 : 0.5% | 45 | 1.6 | i | 1.0 | -0.6% | -2% | 46 | 1206 | 24 | 27% | i | 5%
> O=C(O)c1cccc(NS(=O)(=O)c2ccc(NC(=O)c3ccco3)cc2)c1
 : 1.5% | 20 | 0.1 | i | 1.6 | 0.1% | -7% | 37 | 1018 | 8 | / | i | 2%
> CCOC(=O)Cc1cnc(NC(=O)c2ccccc2)s1
 : -0.1% | -10 | 8.0 | i | -1.3 | -0.4% | -12% | 20 | 884 | -9 | 6% | i | 1%
> CCn1nc(C)c(CN2CCC(Oc3ccc(C(=O)N4CCCC4)cc3)CC2)c1C
 : 4.3% | / | 0.9 | i | / | -1.2% | -6% | 6 | / | / | -3% | i | 12%
> CC1CCCN(C(=O)c2ccc3c(=O)n(C4CCCC4)c(=S)[nH]c3c2)C1 (stereo unspecified)
 : -2.4% | 98 | 0.1 | i | -0.4 | -2.0% | -6% | 45 | 1094 | 98 | -5% | i | 2%
> C(=C\c1ccccc1)/C=N/Nc1nc2ccccc2s1
 : 3.4% | 19 | 1.8 | i | -0.2 | -0.3% | 1% | 20 | 1424 | 32 | 7% | i | 9%
> Cc1ccc(CNC(=O)c2ccc(CNS(=O)(=O)c3ccc4c(c3)C(C)(C)C(=O)N4C)cc2)o1
 : 0.5% | / | 3.7 | i | / | -0.7% | / | 31 | / | / | 6% | i | /
> COc1ccc(OC)c(CN(CCCN2CCOCC2)C(=O)Nc2ccccc2)c1
 : 0.8% | -3 | 0.4 | i | -3.8 | -0.8% | 2% | 51 | 541 | -13 | 9% | i | 7%
> COc1ccc(-c2cc(=O)oc3cc(OCC(=O)NCCN4CCOCC4)ccc23)cc1
 : -0.2% | / | 0.0 | i | / | -0.2% | -14% | 9 | / | / | 1% | i | 32%
> COc1ccccc1CNC(=O)/C=C/c1cc2c(cc1Br)OCO2
 : 0.4% | -7 | 0.4 | i | -0.7 | 1.2% | -7% | 31 | 874 | -2 | 8% | i | 1%
> CC1(C)CC2(CCCN(CC(O)(c3ccccc3)c3ccccc3)C2)CCO1 (stereo unspecified)
 : 2.7% | / | 0.9 | i | -0.1 | -0.5% | -12% | 36 | 1257 | / | 1% | i | 10%
> CC(C)(C)c1csc(SCC(=O)Nc2ccc(Cl)cn2)n1
 : ? | 23 | 1.9 | i | -1.1 | 0.0% | 3% | 39 | 570 | 25 | 3% | i | 13%
> CC(Cc1n[nH]c(=S)n1N)c1ccccc1 (stereo unspecified)
 : 2.8% | / | 0.8 | i | / | -0.3% | 15% | 27 | / | / | / | i | 9%
> COc1ccc(S(=O)(=O)n2nc(-c3ccc(Cl)cc3)cc2N)cc1OC
 : 15% | 10 | 3.5 | i | / | -0.1% | 7% | 27 | / | 24 | 10% | i | 17%
> O=C(Nc1ccc2oc(-c3ccncc3)nc2c1)c1ccc(Br)o1
 : 0.6% | / | 0.4 | i | / | -0.8% | -1% | 49 | / | / | 2% | i | 24%
> CSCCC(=O)N1CCCC(CNC(=O)c2ccc(-c3ccccc3)cc2)C1 (stereo unspecified)
 : 4.0% | -9 | 0.3 | i | 1.0 | -1.2% | 9% | 51 | 1448 | 3 | 6% | i | 7%
> COc1ccc(/C=C/C(=O)N2CCN(c3ccccn3)CC2)cc1OC
 : 0.4% | / | / | / | / | -0.2% | -2% | 50 | / | / | 3% | i | 21%
> Cc1ccc(C2=NS(=O)(=O)N(C)C(C(=O)NCc3cccs3)=C2)cc1
 : 0.7% | / | 2.1 | i | / | -1.1% | / | 53 | / | / | -4% | i | 6%
> CN(C)S(=O)(=O)c1ccc(NCC2COc3ccccc3O2)c([N+](=O)[O-])c1 (stereo unspecified)
 : ? | -3 | 0.5 | i | -1.2 | -1.0% | -6% | 39 | 1045 | 2 | 5% | i | 12%
> COc1ccc(C)cc1NC(=O)CN1CCN(c2ccc(F)cc2)CC1
 : -1.6% | -3 | 0.6 | i | 1.2 | -0.3% | 1% | 5 | 1348 | 10 | 13% | i | 1%
> Fc1ccc(-c2csc(Nc3ccccn3)n2)cc1
 : 15% | / | 0.7 | i | / | -0.6% | 2% | 65 | / | / | 5% | i | 6%
> NCCNC(=O)Cc1ccc(NC(=O)Cc2ccc(Nc3ncnc4c3ncn4[C@@H]3O[C@H](CO)[C@@H](O)[C@H]3O)cc2)cc1
 : -1.2% | / | 2.7 | i | / | / | -7% | 28 | / | / | 10% | i | -1%
> CCCc1cc(=O)oc2c(C)c(OCC(=O)c3ccc(N4CCCC4)cc3)ccc12
 : / | 3 | 1.4 | i | -0.7 | 0.5% | -5% | / | 966 | -16 | 3% | / | 18%
> COc1ccc(C2/C=C\CNCC(=O)N2Cc2ccc(F)cc2)cc1 (stereo unspecified)
 : -0.4% | / | 2.5 | i | -0.9 | -0.1% | 1% | / | 1122 | / | 4% | / | 17%
> Clc1ccc(-c2nnn(Cc3nc4ccccc4s3)n2)cc1
 : 12% | -3 | 0.3 | i | -3.2 | -0.4% | -2% | 13 | 954 | 6 | 13% | i | 1%
> CCOC(=O)c1c[nH]c2c(C(F)(F)F)cccc2c1=O
 : 1.4% | -13 | 0.0 | i | 0.4 | 0.2% | -9% | 27 | 1031 | -24 | -1% | i | 5%
> Cc1ccccc1S(=O)(=O)Cc1ccc(C(=O)NCCCN2CCCC(C)C2)o1 (stereo unspecified)
 : 0.1% | / | 0.0 | i | / | -0.5% | -1% | 2 | / | / | 1% | i | -5%
> CC1CCc2nc(NC(=O)Cc3cccs3)sc2C1 (stereo unspecified)
 : ? | 18 | 0.7 | i | / | 0.1% | 8% | 3 | / | 27 | 7% | i | 0%
> CCCCc1nc2ccccc2c(C(=O)O)c1C
 : 0.6% | 18 | 1.1 | i | -0.7 | 0.4% | -23% | 52 | 1197 | -13 | 6% | i | -1%
> CCOC(=O)C1=C(CSc2nncn2C)NC(=O)NC1c1cc(OCC)ccc1OCC (stereo unspecified)
 : 5.6% | 0 | 0.8 | i | -7.8 | 0.0% | 6% | 40 | 1201 | 14 | 7% | i | 0%
> Cc1ccccc1NC(=O)c1cccc(N2C(=O)C3C4CC(C(Br)C4Br)C3C2=O)c1 (stereo unspecified)
 : -0.4% | / | 0.9 | i | / | ? | 1% | 3 | / | / | 3% | i | -9%
> O=C(c1nc2ccccn2c1CN1CCC(Cc2ccccc2)CC1)N1CCCC1
 : 0.6% | 5 | 0.4 | i | -1.8 | -1.9% | 2% | 38 | 977 | 13 | 2% | i | -6%
> Cc1cc(C)nc(SCCc2ccncc2)n1
 : 0.3% | 28 | 1.1 | i | -1.4 | 0.3% | -12% | 42 | 1018 | 19 | 19% | i | 12%
> CC(=O)c1sc(NC(=O)COc2c(C)cc(Cl)cc2C)nc1C
 : 1.4% | -17 | / | / | 1.2 | 0.4% | -9% | 35 | 979 | 6 | / | i | 2%
> CC1=C(C(=O)N2CCOCC2)C(c2cccc3ccccc23)NC(=S)N1 (stereo unspecified)
 : 0.3% | -18 | 0.4 | i | 3.2 | 0.0% | -11% | 9 | 988 | -15 | 14% | i | 7%
> NC(=O)CSc1nc(O)cc(=O)n1-c1ccccc1
 : 0.8% | -1 | 0.6 | i | -1.0 | 0.2% | 4% | 31 | 1049 | -3 | 6% | i | -2%

Part of the list above, with each value named:
structure: COc1ccc(C2/C=C\CNCC(=O)N2Cc2ccc(F)cc2)cc1 (stereo unspecified)
  RSV antiviral HEp-2: -0.4%	WT yeast gro inh mutant strain: /	Myeloid diff 2 GFP+ MAC1+ %: 2.5	Myeloid diff 2: i	b-catenin transl: -0.9	West Nile antiviral: -0.1%	PhoP inhibition: 1%	T cell HTS vesicle-bound %: /	b-catenin transl cell count 5 µM: 1122	WT yeast gro inh: /	MgcRacGAP inhibition: 4%	T cell HTS: /	SV40 large T antigen: 17%
structure: CCOC(=O)C1=C(CSc2nncn2C)NC(=O)NC1c1cc(OCC)ccc1OCC (stereo unspecified)
  RSV antiviral HEp-2: 5.6%	WT yeast gro inh mutant strain: 0	Myeloid diff 2 GFP+ MAC1+ %: 0.8	Myeloid diff 2: i	b-catenin transl: -7.8	West Nile antiviral: 0.0%	PhoP inhibition: 6%	T cell HTS vesicle-bound %: 40	b-catenin transl cell count 5 µM: 1201	WT yeast gro inh: 14	MgcRacGAP inhibition: 7%	T cell HTS: i	SV40 large T antigen: 0%
structure: CC1CCc2nc(NC(=O)Cc3cccs3)sc2C1 (stereo unspecified)
  RSV antiviral HEp-2: ?	WT yeast gro inh mutant strain: 18	Myeloid diff 2 GFP+ MAC1+ %: 0.7	Myeloid diff 2: i	b-catenin transl: /	West Nile antiviral: 0.1%	PhoP inhibition: 8%	T cell HTS vesicle-bound %: 3	b-catenin transl cell count 5 µM: /	WT yeast gro inh: 27	MgcRacGAP inhibition: 7%	T cell HTS: i	SV40 large T antigen: 0%

Gathered by group, the entries above containing two or more sulfur atoms (three)
Under each structure: RSV antiviral HEp-2 | WT yeast gro inh mutant strain | Myeloid diff 2 GFP+ MAC1+ % | Myeloid diff 2 | b-catenin transl | West Nile antiviral | PhoP inhibition | T cell HTS vesicle-bound % | b-catenin transl cell count 5 µM | WT yeast gro inh | MgcRacGAP inhibition | T cell HTS | SV40 large T antigen
> CC(C)(C)c1csc(SCC(=O)Nc2ccc(Cl)cn2)n1
 : ? | 23 | 1.9 | i | -1.1 | 0.0% | 3% | 39 | 570 | 25 | 3% | i | 13%
> Cc1ccc(C2=NS(=O)(=O)N(C)C(C(=O)NCc3cccs3)=C2)cc1
 : 0.7% | / | 2.1 | i | / | -1.1% | / | 53 | / | / | -4% | i | 6%
> CC1CCc2nc(NC(=O)Cc3cccs3)sc2C1 (stereo unspecified)
 : ? | 18 | 0.7 | i | / | 0.1% | 8% | 3 | / | 27 | 7% | i | 0%
